Source: PubChem (National Center for Advancing Translational Sciences (NCATS))
GAA inhib: qHTS Assay for Inhibitors of Human alpha-Glucosidase as a Potential Chaperone Treatment of Pompe Disease. Lysosomal alpha-glucosidase (Homo sapiens), P10253. actives 0.005% (n = 200,000). purified human GAA, 4-MU-alpha-glucoside fluorescence. Potency, µM (highest dose often 76.9 µM), inactives show at the highest dose activity change, negative = inhibition, usual class: inhibitors. AID 1466, 2008;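 further: plate controls were uninhibited enzyme wells for no effect and no-enzyme background for full effect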
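Human enzyme at 4 nM with 400 uM 4-methylumbelliferyl-alpha-D-pyranoside, citrate/phosphate buffer pH 5.0, 0.005% Tween-20, 20 min at room temperature. Compounds up to 77 uM. 4-MU fluorescence (Ex 365/Em 440) read after NaOH/glycine stop; AC50 from Hill fit.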
GAA spleen mod: qHTS Assay for Inhibitors and Activators of Human alpha-Glucosidase From Spleen Homogenate; human spleen homogenate, 4-MU-alpha-glucoside fluorescence; Potency, µM (top dose mostly 79.9 µM), for the others: at the highest dose activity change, negative = inhibition, usual class: inhibitors; actives 0.006% (n = 240,000); Lysosomal alpha-glucosidase (Homo sapiens), P10253;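 further: 0% = enzyme with vehicle and -100% = no enzyme basal signal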
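Human spleen homogenate (1 ug) incubated with compounds and 1 mM 4-methylumbelliferyl-alpha-D-glucopyranoside in pH 5.0 citrate/phosphate buffer, 37 C, 40 min. Stopped at pH 10; 4-MU fluorescence (Ex 365/Em 440 nm); AC50 by Hill fit.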
HTT ATP protect: qHTS Multiplex Assay to Identify Dual Action Probes in a Cell Model of Huntington: Cytoprotection (ATP). actives 0.14% (n = 230,000). PC12 HTT-Q103 induced, cytoprotection, ATP luminescence, 40 h. Potency, µM (doses to about 56.4 µM), without a hit: cytoprotection (ATP increase), actives largely listed as activators;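 further: % of control where 0% means no effect; nearly all actives have a fitted effect of over 45% in size; toxic huntingtin expression switched on by the ecdysone agonist tebufenozide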
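Readout: ATPlite luminescence (ATP level). Model: stable PC12, inducible Htt exon1 Q103-GFP. Inducer: tebufenozide, 100 nM final. Compounds: dose series. No G418 in medium.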
RGS12 GoLoco inh: qHTS Assay for Inhibitors of RGS12 GoLoco Motif Activity (Red Fluorophore); Potency, µM (doses to about 61.6 µM), for inactives: at the top dose activity, negative = inhibition, usual class: inhibitors; Guanine nucleotide-binding protein G(i) subunit alpha-1 (Homo sapiens), P63096; Gai1:RGS12 GoLoco peptide FP, rhodamine, 10 min; actives 0.44% (n = 230,000); active means well fitted inhibition curve with a large enough effect, not every such curve was filed as active; inactive means no such curve, though single readings can be large or run the other way; further: on the % scale 0 is the no-effect control and ±100 the full control effect; nearly all actives have a fitted effect of over 30% in size; many of its hits are not listed in these tables
Target sequence (P63096 whole entry, looked up): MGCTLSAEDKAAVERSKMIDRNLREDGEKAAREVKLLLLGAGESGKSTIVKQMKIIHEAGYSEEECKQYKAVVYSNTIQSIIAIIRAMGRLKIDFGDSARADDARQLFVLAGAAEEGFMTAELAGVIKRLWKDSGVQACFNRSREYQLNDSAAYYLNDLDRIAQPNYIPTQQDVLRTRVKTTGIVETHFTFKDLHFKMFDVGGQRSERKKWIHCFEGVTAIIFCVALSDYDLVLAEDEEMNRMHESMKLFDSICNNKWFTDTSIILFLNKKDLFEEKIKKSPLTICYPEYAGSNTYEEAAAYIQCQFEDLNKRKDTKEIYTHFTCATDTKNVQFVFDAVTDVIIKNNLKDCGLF
GAA glycogen mod: qHTS Assay for Inhibitors and Activators of Human alpha-Glucosidase Cleavage of Glycogen. Lysosomal alpha-glucosidase (Homo sapiens), P10253. recombinant GAA, glycogen substrate, Amplex Red glucose oxidase fluorescence. Potency, µM (series often up to 76.4 µM), for inactives: at the highest dose activity change, negative = inhibition, usual class: inhibitors. actives 0.38% (n = 300,000). AID 2100, 2009;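 further: 0% = full enzyme reaction and -100% = no-enzyme basal signal; the screen sought inhibitors and activators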
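qHTS, 1536-well; enzyme 4 nM final; cpd up to 77 uM; substrate bovine liver glycogen 30 ug; 50 mM citrate/phosphate pH 5.0, 0.01% Tween-20; 37 C, 40 min; Amplex Red detection 45 min RT; Hill fit → AC50.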
IMPase Li cell: qHTS Assay for Identifying the Cell-Membrane Permeable IMPase Inhibitors: Potentiation with Lithium; CHO-M1 cells, IP1 TR-FRET (IP-One), carbachol + lithium; Potency, µM (doses to about 59.4 µM), without a hit: at the highest dose activity, negative = IMPase inhibition, actives largely listed as inhibitors; actives 0.35% (n = 210,000); AID 1457, 2008;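 further: IP1 builds up when IMPase is blocked and the TR-FRET signal falls; plate controls were basal vehicle for no effect and high inhibitor control for full effect; nearly all actives have a fitted effect of over 50% in size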
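Concentration–response in CHO-M1 cells, lithium-potentiated; 30 min at 37C. IP1 detected by competitive TR-FRET after 10 min lysis at RT. Hill-fitted AC50.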
HTT aggregate: qHTS Multiplex Assay to Identify Dual Action Probes in a Cell Model of Huntington: Aggregate Formation (GFP); PC12 HttQ103-GFP aggregates, Acumen cytometry, 40 h; Potency, µM (highest dose often 46.1 µM), for the others: top-dose activity change, negative = inhibition, usual class: inhibitors; actives 1.1% (n = 220,000); AID 1688, 2009; further: on the % scale 0 is the no-effect control and ±100 the full control effect; nearly all actives have a fitted effect of over 60% in size
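Inducible Q103 Huntingtin exon 1–GFP PC12 line, 1500 cells/well in phenol red free DMEM with 5% equine and 5% calf serum. Tebufenozide 100 nM induced expression; compounds titrated; aggregates quantified by cytometry.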
Active calls of the source: *; ? = inconclusive; / = no result given; & = joins results of further samples; [ ] = dose if it differs, or a comment. Unless noted, the call rests on the fitted dose curve; in most records, active means well fitted curve in the direction sought with a large enough effect; inconclusive means small, poorly fitted or top-dose-only effect, or another doubt; inactive means no such curve, though single readings can be large; an effect the other way counts as inactive or inconclusive. Potency means the concentration at half of the fitted maximal effect.

Every second line gives: GAA inhib	IMPase Li cell	RGS12 GoLoco inh	GAA spleen mod	GAA glycogen mod	HTT aggregate	HTT ATP protect
> COc1cccc(NC(=O)c2ccc(NCCCN3CC(C)CC(C)C3)c([N+](=O)[O-])c2)c1 (configuration not stated)
 : 2.2%	17.2%	5.3%	0.5%	-12.2%	?	10.2%
> NC(=O)N/N=C/c1coc2ccc(O)cc2c1=O
 : -25.7%	/	-4.1%	3.1%	15.8µM*	0.6%[9.22 µM]	8.4%[10 µM]
> CN(C(=O)COc1ccccc1C(=O)NCCOc1ccccc1)c1ccccc1
 : -1.7%	10.5%	8.2%	1.5%	-2.4%	?	/
> CN(C)c1cccc2c1c(NC(=O)Nc1ccc(Cl)cc1Cl)nn2C
 : ?	/	4.6%	-0.4%	-0.5%	-10.2%[9.22 µM]	-6.8%[10 µM]
> COc1cc(CCC(=O)Nc2cccc(S(=O)(=O)N(C)C)c2)cc(OC)c1OC
 : -7.3%	8.6%	-8.1%	3.2%	-10.3%	-7.5%	-32.9%[0.074 µM]
> CNC(=S)N(Cc1ccc(OC)cc1)C1CC(=O)N(c2ccc(Cl)cc2)C1=O (configuration not stated)
 : -3.5%	-0.2%[38.3 µM]	-31.6%	-1.8%	-15.3%	?	-68.6%[inhibitor]
> Cc1nc(Cl)sc1C(=O)Nc1cccc(Cl)c1C
 : 4.0%	6.9%	5.7%	-12.0%	-2.8%	-1.4%	-18.3%[0.074 µM]
> CC1(C)CC(NC(=O)CC2CCCCC2)CC(C)(C)N1
 : 3.9%	-11.3%[38.3 µM]	4.7%	-1.6%	5.2%	3.2%	-21.4%
> C[C@@]12CCC[C@H]1C1CC[C@H]3C[C@H](O)CC[C@]3(C)C1CC2 (some centres not stated)
 : /	-2.4%	2.1%	0.9%	/	/	-28.1%
> O=C(CSc1nnc(SCc2cccc3ccccc23)s1)N=Nc1c(O)[nH]c2ccccc12
 : 2.7%	4.6%	10.2%	-3.0%	15.3%	12.9%	9.5%[10 µM]
> Cc1ccc(C(=O)c2sc3nc4c(cc3c2N)CCC4)cc1
 : -2.2%	-1.5%	-2.5%	-19.1%	-5.7%	-22.2%	-5.9%[1.9 µM]
> COCC(C)NC(=O)c1cc2cc(OC)ccc2[nH]1 (configuration not stated)
 : 0.6%[15.4 µM]	/	-4.4%	-1.9%	4.0%	5.4%[9.22 µM]	4.7%[10 µM]
> CCOCCCNC(=O)c1cn(C)c(=O)c2cc(OC)c(OC)cc12
 : -12.0%	-15.2%	1.8%	-12.2%	7.3%	-0.9%	25.1%[10 µM]
> Cc1ccccc1C1NC(=S)NC2=C1C(=O)CC(C)(C)C2 (configuration not stated)
 : -5.5%	-6.5%	8.1%	/	1.0%	4.2%	-61.4%[inhibitor]
> COc1ccc(C2C(C(=O)N3CC(C)CC(C)C3)c3ccccc3C(=O)N2C)cc1 (configuration not stated)
 : 0.8%	7.5%[38.3 µM]	8.3%	-6.7%	2.3%	17.4%	1.4%
> CC(C)Oc1cccc(C(=O)C2CCCN(C(=O)c3ccoc3)C2)c1 (configuration not stated)
 : 8.5%	13.3%	2.7%	3.2%	-3.9%	-6.9%[9.22 µM]	-8.8%[10 µM]
> CCOCCCNC(=O)c1c[nH]c2ccc(S(=O)(=O)Nc3cccc(OC)c3)cc2c1=O
 : -6.0%	15.4%[38.3 µM]	-4.0%	-5.2%	-7.5%	10.3%	7.5%[10 µM]
> CCOC(=O)c1c(C)[nH]c(C(=O)COC(=O)c2ccccc2NC(=O)c2ccco2)c1C
 : 2.7%	?	13.4%	4.4%	0.3%	8.6%	-9.0%[10 µM]
> CCOCCCNC(=O)C1CCC(=O)N1CCc1ccccc1 (configuration not stated)
 : -19.8%	12.1%[38.3 µM]	3.6%	-13.6%	0.2%	-30.1%	-9.4%
> COc1ccccc1NC(=O)C1(c2ccccc2)CCCC1
 : -1.1%	8.5%	3.5%	-7.1%	4.5%	/	/
> CCS(=O)(=O)N1CCC(C(=O)NCc2cccc(OC)c2)CC1
 : -5.5%	/	/	-1.9%	12.1%	0.2%	13.9%
> O=C(NC(=S)Nc1cc(C(F)(F)F)ccc1N1CCOCC1)c1ccco1
 : /	/	6.6%	-1.0%	-8.7%	9.9%[9.22 µM]	5.6%[10 µM]
> CSCCC(CO)NC(=O)OCc1ccccc1 (configuration not stated)
 : 3.6%	-1.7%[38.3 µM]	6.1%	-10.7%	3.1%	6.1%	-16.5%
> O=C(Nc1cccc(-c2nc3cccnc3s2)c1)C1c2ccccc2Oc2ccccc21
 : -9.1%	?	8.8%	0.6%	-2.1%	10.4%	/
> C1CNC(C23CC4CC(CC(C4)C2)C3)=N1
 : -1.1%	0.9%	-2.5%	4.0%	6.1%	3.6%	-20.6%
> C[C@@H](C(=O)N[C@@H](Cc1ccccc1)C(=O)O)n1nnc2ccccc2c1=O
 : /	/	2.7%	-0.4%	5.2%	4.7%[9.22 µM]	-2.3%[10 µM]
> OCCCCNCc1ccc(OCc2ccccc2Cl)cc1
 : 2.3%	15.6%[38.3 µM]	4.7%	-7.0%	9.2%	1.1%	-45.3%[inhibitor]
> CCCC1CCC(C(=O)n2nc(N)c3cc4ccc(OC)cc4nc32)CC1 (configuration not stated)
 : 5.6%	5.6%	-3.3%	-5.5%	-1.7%	?	/
> COc1ccc(NS(=O)(=O)c2ccc(OCC(=O)N3CCCC3)cc2)cc1
 : -10.3%	8.8%[38.3 µM]	-0.7%	-1.0%	-3.9%	-18.3%	8.7%[10 µM]
> O=C(N/N=C/c1cccc(C(F)(F)F)c1)c1cc2c(s1)-c1ccccc1CC2
 : ?	10.0%[38.3 µM]	2.6%	-5.9%	-10.0%	-25.7%	6.9%[10 µM]
> CCOC(=O)c1cnc(-c2ccccc2)nc1Oc1ccc(Cl)c(Cl)c1
 : 5.4%	-3.2%[38.3 µM]	-3.0%	-4.6%	10.8%	-10.1%	8.0%
> Cc1ccc(-c2nn(-c3ccccc3)cc2CN(C)C(=O)CCC(=O)O)cc1C
 : -33.0%	-1.6%	1.5%	0.0%	6.1%	-0.4%	-20.7%
> COCC(=O)N1CCC2(CCN(Cc3ccccc3)CC2)CC1
 : /	14.5%	9.3%	-4.7%	/	/	-28.4%
> CCCCC(CC)CNC(=O)CCCCn1c(=O)[nH]c2ccsc2c1=O (configuration not stated)
 : -3.2%	1.6%	-1.5%	3.0%	-15.0%	-5.2%	4.0%
> CCc1ccc(C(=O)N/N=C/c2cccc3ccccc23)nc1
 : -5.4%	-2.7%	15.8%	-8.1%	8.0%	-0.5%	10.6%[10 µM]
> COc1ccc(CCNC(=O)CCC2COc3ccccc3O2)cc1OC (configuration not stated)
 : -4.1%	27.0%[38.3 µM]	-0.4%	-1.7%	8.1%	-23.8%	-15.6%
> Nn1c(C2CCCCC2)nc2ccccc2c1=O
 : /	/	-6.4%	-3.6%	7.8%	-4.5%[9.22 µM]	-6.7%[10 µM]
> CCCn1nc(NS(C)(=O)=O)c2cc3cccc(C)c3nc21
 : 1.8%	/	/	2.3%	0.4%	-7.8%	-6.7%
> O=C(O)CCC1OC(=O)C(O)=C1c1ccccc1 (configuration not stated)
 : /	/	2.8%	-0.2%	-1.6%	-8.0%[9.22 µM]	8.1%[10 µM]
> CCn1cc(C(=O)OCC(=O)NCc2ccccc2Cl)c(=O)c2ccc(C)nc21
 : -5.8%	-4.1%	4.1%	-5.2%	9.1%	6.1%	-4.4%[10 µM]
> Fc1ccc(SCCc2ccccn2)cc1
 : 3.8%&-2.2%[15.4 µM]	/	4.2%&-2.4%	5.8%&5.1%	1.1%&1.9%	-1.6%&-6.3%[9.22 µM]	13.7%&-1.8%[10 µM]
> COc1ccc(NC(=O)/C=C/c2ccc(F)cc2)cn1
 : -2.4%	4.8%	3.6%	2.0%	-3.8%	-17.7%	-0.3%[10 µM]
> CC(=O)NC1CC2CCCC(C1)N2CC(=O)N1CCCc2ccccc21 (configuration not stated)
 : 1.0%	1.1%	1.3%	2.4%	2.2%	-9.5%	-1.5%[10 µM]
> Cc1ccc(C)c2[nH]c(=O)c(CCNC(=O)c3cccs3)cc12
 : 5.5%	5.0%	2.8%	1.4%	-0.7%	4.4%	/
> Cc1ccc(C2OCC3(CO2)COC(c2ccc(C)cc2)OC3)cc1 (configuration not stated)
 : 3.8%	-2.2%	-0.6%	-13.2%	-0.8%	-2.0%	24.1%[10 µM]
> COc1ccc(-n2c(Cc3cccn3C)nnc2SCC(=O)Nc2ccccc2)cc1
 : ?	34.3%[38.3 µM]	13.3%	-18.8%	-5.3%	12.1%	3.3%[10 µM]
> O=C(NNc1nc(-c2ccccc2)c2cc(Br)ccc2n1)c1ccc(S(=O)(=O)N2CCOCC2)cc1
 : -6.5%	-1.9%	-1.6%	-7.4%	8.2%	-28.4%	19.7%[10 µM]
> O=C(O)C1CSC2(c3ccc4c(c3)OCCO4)CCC(=O)N12 (configuration not stated)
 : -10.3%	8.9%[38.3 µM]	-9.3%	-1.8%	6.7%	5.2%	-21.9%[10 µM]

Rewritten field by field: part of the list above.
Fc1ccc(SCCc2ccccn2)cc1
  GAA inhib: 3.8%&-2.2%[15.4 µM]
  IMPase Li cell: /
  RGS12 GoLoco inh: 4.2%&-2.4%
  GAA spleen mod: 5.8%&5.1%
  GAA glycogen mod: 1.1%&1.9%
  HTT aggregate: -1.6%&-6.3%[9.22 µM]
  HTT ATP protect: 13.7%&-1.8%[10 µM]

COc1ccc(NC(=O)/C=C/c2ccc(F)cc2)cn1
  GAA inhib: -2.4%
  IMPase Li cell: 4.8%
  RGS12 GoLoco inh: 3.6%
  GAA spleen mod: 2.0%
  GAA glycogen mod: -3.8%
  HTT aggregate: -17.7%
  HTT ATP protect: -0.3%[10 µM]

Some values from the results shown.
COc1ccc(C2C(C(=O)N3CC(C)CC(C)C3)c3ccccc3C(=O)N2C)cc1 (configuration not stated) – GAA inhib = 0.8%
CSCCC(CO)NC(=O)OCc1ccccc1 (configuration not stated) – GAA glycogen mod = 3.1%

The list is partial (hit frequency here may not be typical).
